EPAC2 ag: agonists of human EPAC2 (RAPGEF4); EPAC2 activation, biochemical qHTS; response scale: 100% = 6.5 mM cAMP response; Potency, µM (doses to about 154 µM), for inactives: at the top dose activation, hits mostly activators; actives 0.079% (n = 360,000); AID 720711; Q8WZA2; further: potency means the concentration at half of the fitted maximal effect; nearly all actives have a fitted effect of over 50% in size
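Compounds were titrated in qHTS against a Rap1B-BODIPY-GDP (250 nM) complex with EPAC2 (100 nM) and GDP (50 uM). BODIPY-GDP release tracked at 480/540 nm over 30 min at room temperature, normalized to 6.5 mM cAMP.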
aSyn yeast inh: inhibitors of alpha-synuclein toxicity in yeast | Yeast expressing alpha-synuclein, growth rescue, BacTiter-Glo, 24 h | Potency, µM (top dose mostly 46.1 µM), inactives show at the top dose growth rescue (activation), hits mostly activators | actives 0.14% (n = 370,000) | AID 652106; further: potency means the concentration at half of the fitted maximal effect; % of control where 0% means no effect; nearly all actives have a fitted effect of over 65% in size
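Screening used galactose-induced yeast with toxic alpha-synuclein levels, exposed to compound for 24 hr at 30 deg C. Cell growth, read with BacTiter-Glo luminescence, gave the measured signal.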
D3 ag: activates the human D3 dopamine receptor. P35462. D3R DiscoveRx beta-arrestin cells, luminescence, 90 min. max activation, %. actives 0.58% (n = 410,000); in the data active means max activation above about 30%; further: 0% is about no effect; mostly tested at two doses, the higher about 12 µM
Target sequence (P35462 whole entry, looked up): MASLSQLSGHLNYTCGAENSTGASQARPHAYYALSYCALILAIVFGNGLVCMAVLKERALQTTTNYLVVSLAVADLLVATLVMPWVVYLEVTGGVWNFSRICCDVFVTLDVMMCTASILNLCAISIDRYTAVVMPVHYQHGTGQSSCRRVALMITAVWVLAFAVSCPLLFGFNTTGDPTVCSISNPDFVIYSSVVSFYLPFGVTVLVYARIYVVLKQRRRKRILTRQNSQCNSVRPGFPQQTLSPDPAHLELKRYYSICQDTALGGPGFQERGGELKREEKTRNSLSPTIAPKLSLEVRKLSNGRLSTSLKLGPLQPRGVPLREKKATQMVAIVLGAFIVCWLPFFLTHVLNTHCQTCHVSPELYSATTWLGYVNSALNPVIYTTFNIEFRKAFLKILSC
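Cells at 1500/well, incubated overnight, then treated with pinned compounds (dopamine as control) for 90 min at 37 degrees C. DiscoveRx reagent added for 30 - 60 minutes at room temperature; luminescence read.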
D3 antag: blocks the human D3 dopamine receptor | max response, negative = inhibition, % | D3R cells, DiscoveRx beta-arrestin luminescence, antagonist mode; hits give low values | actives 2.5% (n = 360,000) | AID 652054 | P35462; in the data active means max response below about -50%; inconclusive means no clear call, values can overlap the other calls; further: on the % scale 0 is the no-effect control and ±100 the full control effect; mostly tested at two doses, the higher about 12 µM
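Cells plated overnight at 1500 cells/well, then exposed to library compounds with dopamine controls for 90 minutes at 37 degrees C. DiscoveRx reagent added for 30–60 minutes at room temperature; luminescence read, quantitative HTS format.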
TDP43 rescue: inhibitors of TDP-43 toxicity in yeast; TDP-43 expressing yeast growth rescue, BacTiter-Glo, 24 h; Potency, µM (top dose mostly 46.1 µM), without a hit: at the top dose growth rescue (activation), usual class: activators; actives 1.8% (n = 410,000); AID 652104; further: potency means the concentration at half of the fitted maximal effect; % of control where 0% means no effect; nearly all actives have a fitted effect of over 50% in size
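Yeast expressing TDP-43 (pregrown in raffinose, seeded at OD600=0.02 in galactose medium) exposed to compounds 24 hr at 30 deg C. Growth read by BacTiter-Glo luminescence; rescue of toxicity appears as increased signal.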
FUS yeast rescue: FUS proteinopathy suppression in yeast; S. cerevisiae FUS-expressing, growth rescue, OD600, 24 h; actives 0.24% (n = 390,000); Potency, µM (doses to about 76.6 µM), for inactives: at the highest dose growth rescue (activation), hits mostly activators;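 further: potency means the concentration at half of the fitted maximal effect; plate controls were DMSO vehicle for no effect and reference control for full effect; nearly all actives have a fitted effect of over 55% in size; some results filed as inactive show a strong effect at the top dose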
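Toxicity suppression screen in FUS-yeast. Cells induced with 2% galactose, starting OD 0.005, treated 24hr at 30C with compounds at multiple final concentrations; growth by OD600.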
EPAC2 antag: antagonists of human EPAC2 | Q8WZA2 | EPAC2 GEF exchange of Rap1B-BODIPY-GDP, fluorescence | Potency, µM (doses to about 114 µM), without a hit: top-dose activity, negative = inhibition, actives largely listed as inhibitors | actives 0.18% (n = 360,000) | AID 720708; further: potency means the concentration at half of the fitted maximal effect; on the % scale 0 is the no-effect control and ±100 the full control effect; nearly all actives have a fitted effect of over 45% in size; many of its hits are not listed in these tables
Abeta rescue: restores growth of yeast expressing A-beta42 peptide; actives 0.063% (n = 410,000); yeast expressing A-beta42, growth rescue, OD600, 48 h; response scale: 0% DMSO, 100% iron-clioquinol control; Potency, µM (top dose mostly 46.1 µM), for the others: at the highest dose growth rescue, actives largely listed as activators; further: potency means the concentration at half of the fitted maximal effect; nearly all actives have a fitted effect of over 55% in size
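Growth rescue measured by 600 nm absorbance after 48 h yeast culture at 30 C with compound. Values normalized between DMSO and an equimolar ferric chloride plus clioquinol control.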
The depositor's hits bear a star; ? = inconclusive; . = no result given; [ ] = dose if it differs, or a comment. Unless noted, the call rests on the fitted dose curve; in most records, active means well fitted curve in the direction sought with a large enough effect; inconclusive means small, poorly fitted or top-dose-only effect, or another doubt; inactive means no such curve, though single readings can be large; an effect the other way counts as inactive or inconclusive. Not all compounds are listed, so the mix of outcomes need not match the whole.

SMILES	EPAC2 ag	aSyn yeast inh	D3 ag	D3 antag	TDP43 rescue	FUS yeast rescue	EPAC2 antag	Abeta rescue
CCOC(=O)C1(CCOc2ccccc2)CCN(Cc2cc(OC)c(O)c(OC)c2)CC1	9.1%	-4.9%	-21.8	?	-21.4%	5.7%	10.4%	-0.8%
CC1(C)CC2CC(C)(CN2C(=S)Nc2ccccc2)C1 (stereo not given)	-2.2%	1.8%	-3.0	12.5	?	-16.5%	-2.8%	?
Cc1ccc(NC(=O)C(=O)Nc2ccccn2)cc1	15.6%	-4.9%	-0.8	-17.5	-11.6%	-25.0%	0.9%	-10.7%
CN(Cc1ccccc1)S(=O)(=O)c1ccc(NS(=O)(=O)Cc2ccccc2)cc1	11.6%	14.7%	-33.0	43.7	-8.1%	29.5%	-18.7%	-6.3%
CCC(C)Sc1nc2c(c(=O)[nH]c(=O)n2C)n1CCc1ccccc1 (stereo not given)	-0.7%	-0.4%	1.0	43.7	0.9%	-34.8%	3.3%	0.8%[9.22 µM]
CC(=O)c1ccc(OCCCC(=O)Nc2cccc(S(=O)(=O)N3CCCCCC3)c2)cc1	2.9%	11.2%	2.5	6.7	0.0%	26.1%	4.5%	-19.3%
CCOc1ccc2nc(SCC(=O)N(CC(C)C)c3c(N)n(Cc4ccccc4)c(=O)[nH]c3=O)[nH]c2c1	-11.5%	-0.6%	-4.5	-7.1	-15.2%	.	48.5%[activator]	-11.8%
Cc1ccccc1-c1nc(CS(=O)(=O)CC(=O)Nc2cc(F)ccc2F)c(C)o1	-11.1%	0.5%	4.8	-2.8	17.4%	-17.9%	2.1%	4.4%
Cc1cccc(CCNC(=O)C2CCC(=O)N(Cc3ccccc3F)C2)n1 (stereo not given)	0.3%	2.0%	3.6	10.9	26.3%	-9.4%	8.9%	-8.5%
COc1ccc(OC)c(NC(=S)NCc2ccccc2OC)c1	12.1%	-2.7%	-11.6	-26.9	-10.6%	15.4%	-7.9%	?
Cc1ccccc1OCCNC(=O)CSc1ccc(C(F)(F)F)cc1[N+](=O)[O-]	-4.1%	-0.7%	-1.7	-10.2	5.4%	5.5%	-3.1%	-4.3%
Cc1ccc2nc(NCc3ccccc3)c(C=NCc3cccnc3)c(=O)n2c1	-2.1%	1.6%	0.1	0.0	-6.8%	14.7%	-0.1%	0.0%
Cc1ccc(C2C(C(=O)c3cccs3)=C(O)C(=O)N2c2nnc(C)s2)cc1 (stereo not given)	-25.9%	-6.1%	3.5	-14.3	-29.4%	?	-9.4%	-16.8%
CCOC(=O)c1cccc(NC(=O)CSc2nnc(-c3cccnc3)n2CC)c1	6.2%	-3.2%	12.4	11.2	-12.6%	1.4%	-20.5%	-1.3%
C[C@H]1CCC[C@]2(O[C@H](CCO)C[C@@H](O)[C@@H]2O)O1	3.0%	-3.0%	14.5	2.3	-7.6%	-6.4%	12.9%	-8.1%
CCCC[C@@H]1Cc2[nH][nH]c(=O)c2[C@H](c2ccc3ccccc3c2)O1	3.4%	-11.2%	-5.7	?	29.9%	43.4%	-5.7%	14.6%
COC(=O)Cn1ncc(N(C)Cc2ccccc2)c(Cl)c1=O	2.0%	4.2%	3.3	-4.6	5.5%	3.5%	4.5%	3.9%
O=C(COC(=O)C1CCC1)NC(=O)c1ccccc1	-5.4%	-2.7%	1.8	15.3	-10.6%	5.9%	-1.1%	-9.2%
CCOC(=O)N/N=C(\C)c1ccc(OC(F)F)cc1OC(F)F	6.5%	-9.8%	-9.6	-19.4	10.1%	-13.2%	-1.3%	-9.6%
CSc1ncc(C(=O)NCc2ccc(F)cc2)c(-c2ccccc2)n1	.	.	-12.6	.	-42.7%[inhibitor]	?	.	-28.3%
O=C(NCc1ccco1)/C(=C\c1ccc(F)cc1)NC(=O)c1ccco1	10.3%	-0.6%	-12.3	-2.8	-5.3%	-1.7%	-5.0%	-19.9%
CCNC(=O)C1(C)CCCN(CCOc2ccc(OC)cc2)C1 (stereo not given)	2.2%	-14.1%	-3.3	-20.8	20.8%	-16.9%	0.1%	-8.6%
O=C(OCc1ccccc1)c1cccc(-c2nnn(Cc3ccccc3)n2)c1	3.6%	-5.4%	1.2	2.7	7.9%	10.8%	4.1%	-10.0%
Cn1cccc1CC(=O)NNC(=O)Nc1ccc(Cl)cc1	-2.6%	-4.7%	-7.7	-2.6	23.5%	.	-1.1%	7.1%
O=C(NCc1ccccc1)c1n[nH]nc1-c1ccccc1O	3.2%	-1.0%	11.5	3.1	-11.9%	-14.3%	-0.5%	5.9%
CC1CCC(=O)N(CCSc2ccccc2)CC1 (stereo not given)	6.3%	9.1%	-6.0	12.6	?	-33.6%	-2.2%	4.6%
OCCN(CCO)c1nc2ccccc2[nH]1	-0.1%	2.5%	-0.6	0.1	-0.5%	-7.8%	-0.8%	12.5%
COC(=O)C1=C(NC(=O)CCCCl)CCS1	-2.0%	-7.3%	-1.0	-12.0	5.9%	-11.6%	12.9%	-7.2%
O=C(c1cc(-c2ccc(Br)cc2)n[nH]1)N1CCN(S(=O)(=O)c2ccc(Cl)s2)CC1	.	.	14.6	.	21.4%	-4.4%	.	4.6%
COc1cccc(CNC(=O)CSc2ncc(S(=O)(=O)c3ccc(C)c(Cl)c3)c(=O)[nH]2)c1	.	-0.6%	4.8	.	0.0%	-12.6%	.	-3.0%
Cc1ccc(/C=C/C(=O)Nc2cc(S(=O)(=O)N3CCOCC3)ccc2N2CCOCC2)cc1	-4.0%	1.7%	-4.9	4.7	-19.7%	-13.2%	5.1%	-8.3%
COc1ccc(Nc2nc(N)c([N+](=O)[O-])c(N3CCN(C)CC3)n2)cc1	2.0%	1.5%	-2.9	-16.9	16.9%	-13.2%	-6.6%	5.2%
COc1ccccc1NC(=O)N(CCN1CCCC1)Cc1cc2cc(C)ccc2[nH]c1=O	5.0%	1.4%	-28.7	13.0	-19.0%	19.8%	5.0%	16.7%
CCCn1nnc(NC(=O)COc2ccc(Cl)cc2)n1	-6.7%	9.7%	0.7	17.3	?	10.8%	-1.4%	4.2%
COC(=O)c1ccccc1NC(=O)CN1CCCCCC1	5.7%	3.8%	-3.9	2.5	15.6%	1.9%	-8.6%	4.6%
CCc1nnc(NC(=O)c2cccc(S(=O)(=O)N3CCN(C)CC3)c2)s1	2.7%	-5.9%	-1.6	-4.2	17.6%	-10.2%	16.1%	-4.1%
[O-][N+]12CCN(CC1)c1ccccc12	11.2%	-7.3%	15.2	13.8	-5.0%	-17.6%	-4.0%	6.2%
COc1ccc(OC)c(-n2c(C)cc(C=O)c2C)c1	0.3%	0.4%	-8.3	-10.6	12.9%[9.22 µM]	6.2%	-3.2%	-10.7%
Cc1cccc(N(CC(=O)NCc2ccc3c(c2)OCO3)C(=O)CCC(=O)Nc2ccccn2)c1C	18.8%	1.0%	7.9	-3.8	20.5%	21.4%	-3.7%	7.0%
COc1ccc(C(=O)OCC(=O)NCC2CCCO2)cc1 (stereo not given)	10.6%	-8.2%	-5.7	5.0	-11.7%	25.4%	1.6%	-8.0%
COc1ccc(N2CCN(CCCNC(=O)Cn3c(=O)c4cccn4c4ccccc43)CC2)cc1	4.9%	-5.0%	-4.7	-60.3*	-8.9%	26.8%	0.1%	-12.8%
CCCc1ccc(OCC(=O)Nc2sc3c(c2C(=O)OC)CCCCC3)cc1	.	.	4.2	.	?	-20.3%	.	2.7%
Cc1ccc(S(=O)(=O)N2CCC(=O)N(CCOCc3ccc(Cl)cc3)CC2)cc1	8.7%	13.9%	-6.4	28.7	?	29.3%	-21.4%	7.6%
O=C(/C=C/Nc1cccc([N+](=O)[O-])c1)c1cccs1	1.7%	.	0.2	0.6	-5.2%	-9.3%	12.2%	7.4%
O=C(CCc1ccccc1)Nc1cc2c3c(c1)CCC(=O)N3CCC2	-5.2%	5.1%	-2.7	22.9	8.5%	1.8%	12.6%	3.3%
CCN(CC(=O)Nc1ccc(OC)cc1)C(=O)c1cc([N+](=O)[O-])ccc1N1CCOCC1	1.5%	0.0%	-4.3	-4.8	9.3%	0.6%	11.1%	3.7%
CCC(=O)Nc1ccc(C(=O)Nc2cccnc2)cc1	-5.7%	-0.6%	-11.2	?	-13.9%	-11.3%	-2.8%	-3.1%
CCOC(=O)C[N+]1(C)CCN(C(C)=O)CC1	7.6%	-10.4%	2.2	11.2	7.0%	-43.8%	11.8%	-4.4%
CC(C)CC(=O)N(Cc1ccccc1)S(=O)(=O)c1ccc2c(c1)oc(=O)n2C	.	.	-13.8	.	-13.8%	0.2%	.	-3.9%
COc1cccc(-c2nc(CS(=O)(=O)CC(=O)Nc3cc(OC)ccc3OC)c(C)o2)c1	3.1%	-10.7%	0.1	5.4	15.7%	-4.9%	-9.7%	-0.9%
Cc1ccc(CCNC(=O)c2cc3cc(S(=O)(=O)N4CCCCC4)ccc3n2C)cc1	.	.	13.1	.	10.5%	19.3%	.	-6.4%
COc1ccc(C2CC(O)(C(C)(C)O)NO2)cc1 (stereo not given)	8.1%	-10.3%	3.7	14.3	-4.4%	-16.6%	2.2%	0.4%
CCCN(CC(=O)Nc1ccccc1OC)C(=O)c1cc2ccccc2o1	6.3%	2.4%	-3.5	5.2	18.7%	32.5%	-1.6%	-2.2%
CC(=O)c1ccc(N(CC(=O)NCCc2ccccc2)C(=O)c2csnn2)cc1	4.0%	7.7%	2.4	2.2	16.4%	-3.1%	-0.8%	-8.7%
NC(=O)C1(N2CCCCC2)CCN(C(=O)CSc2nc3ccccc3s2)CC1	14.6%	-3.5%	-8.8	-21.1	-13.8%	.	-1.1%	-16.1%

Grouped by structure: the entries above with a furan ring, fused or not
SMILES	EPAC2 ag	aSyn yeast inh	D3 ag	D3 antag	TDP43 rescue	FUS yeast rescue	EPAC2 antag	Abeta rescue
O=C(NCc1ccco1)/C(=C\c1ccc(F)cc1)NC(=O)c1ccco1	10.3%	-0.6%	-12.3	-2.8	-5.3%	-1.7%	-5.0%	-19.9%
CCCN(CC(=O)Nc1ccccc1OC)C(=O)c1cc2ccccc2o1	6.3%	2.4%	-3.5	5.2	18.7%	32.5%	-1.6%	-2.2%

Bioassay records deposited in PubChem BioAssay by National Center for Advancing Translational Sciences (NCATS).
